CCHFV vOTU inh: CCHFV vOTU protease inhibitors, primary screen, biochemical, Pep-AMC substrate, fluorescence; inhibition, % at 11.5 µM; 370,000 tested, 0.55% active; Crimean-Congo hemorrhagic fever virus L polyprotein viral ovarian tumor (vOTU) protease …; also: 0% = vehicle wells with enzyme and 100% = no enzyme wells
UGM FP inh: M. tuberculosis UGM enzyme inhibitors, primary screen, biochemical, fluorescence polarization, single point; AID 504406, 2011; inhibition, % at 10 µM; 320,000 tested, 0.06% active; purified UGM, fluorescence polarization probe displacement; in the data active = inhibition above about 10%, passing the limit was not always enough; inconclusive = no clear call, values can overlap the other calls
DUSP3 inh: VHR1 phosphatase inhibitors, primary screen, biochemical, absorbance, uHTS | recombinant VHR phosphatase, pNPP absorbance | inhibition, % at 13.3 µM | AID 1654, 2009 | 290,000 tested, 0.52% active; in the data active = inhibition above about 50%; also: some compounds called inactive have numbers as strong as hits
Target sequence (P51452 whole entry, looked up): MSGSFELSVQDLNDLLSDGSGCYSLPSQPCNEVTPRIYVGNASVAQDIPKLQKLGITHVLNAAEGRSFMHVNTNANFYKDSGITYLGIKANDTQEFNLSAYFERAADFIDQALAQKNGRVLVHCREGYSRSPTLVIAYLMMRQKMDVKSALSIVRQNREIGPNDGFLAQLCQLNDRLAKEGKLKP
GDH-TPI counter: GDH-TPI coupling enzyme inhibitors, primary screen, artefact control for M. tuberculosis FBA inhibitor project, biochemical, absorbance, full deck; GDH-TPI coupled enzyme counterscreen, NADH absorbance; inhibition, % at 4.8 µM; 360,000 tested, 1.2% active;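 also: 0% = DMSO wells and 100% = wells lacking the enzyme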
Mtb FBA inh: Mtb FBA enzyme inhibitors, primary screen, biochemical, fluorescence, strain H37Rv. Fructose-bisphosphate aldolase (Mycobacterium tuberculosis (strain ATCC 25618 / H37Rv)), …. purified M. tuberculosis FBA, fluorescence read-out. inhibition, % at 1 µM. 360,000 tested, 2.3% active; in the data active = inhibition above about 27%;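 also: 0% = vehicle and 100% = reference inhibitor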
Target sequence (P9WQA3 whole entry, looked up): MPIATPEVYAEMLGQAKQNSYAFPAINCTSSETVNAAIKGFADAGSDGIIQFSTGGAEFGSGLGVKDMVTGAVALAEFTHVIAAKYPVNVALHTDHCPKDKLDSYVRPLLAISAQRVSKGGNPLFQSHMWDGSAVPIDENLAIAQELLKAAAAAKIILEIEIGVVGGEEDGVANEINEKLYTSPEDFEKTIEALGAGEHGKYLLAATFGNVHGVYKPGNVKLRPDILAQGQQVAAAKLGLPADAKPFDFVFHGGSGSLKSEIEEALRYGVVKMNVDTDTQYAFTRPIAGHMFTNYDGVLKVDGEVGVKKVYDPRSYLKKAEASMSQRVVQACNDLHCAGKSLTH
FadD28 FP inh: inhibitors of FadD28 bisubstrate probe binding, primary screen, biochemical, fluorescence polarization, single point; Mycobacterium tuberculosis FadD28 fatty-acid-AMP ligase; inhibition, % at 12.5 µM; 360,000 tested, 0.22% active; in the data active = inhibition above about 8.5%, passing the limit was not always enough; inconclusive = no clear call, values can overlap the other calls
MazEF act: activators of E. coli MazEF toxin-antitoxin RNase, primary screen, biochemical, fluorescence, uHTS; AID 504720, 2011; 350,000 tested, 0.32% active; Endoribonuclease toxin MazF (Escherichia coli (strain K12)), P0AE70; activation, % at 20 µM; FAM/BHQ RNA-DNA oligo cleavage fluorescence, 5 h; in the data active = activation above about 50%
Target sequence (P0AE70 whole entry, looked up): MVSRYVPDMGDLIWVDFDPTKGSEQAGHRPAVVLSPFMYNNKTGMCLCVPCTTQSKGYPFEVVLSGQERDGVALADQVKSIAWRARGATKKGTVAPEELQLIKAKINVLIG
BoNT-F LC inh: BoNT/F light chain protease inhibitors, primary screen, biochemical, flow cytometry, MLPCN library | Botulinum neurotoxin type F light chain protease (Clostridium botulinum) | Multiplex microsphere protease cleavage assay | 360,000 tested, 0.22% active | AID 588497, 2011 | inhibition, % at 10 µM; in the data active = inhibition above about 35%, passing the limit was not always enough; inconclusive = no clear call, values can overlap the other calls; also: plate controls were buffer without enzyme for full effect and enzyme alone for no effect
BioA inh: M. tuberculosis BioA enzyme inhibitors, primary screen, biochemical, plate reader, single point, HTS; 360,000 tested, 0.096% active; inhibition, % at 9.99 µM; purified M. tuberculosis BioA enzyme; in the data active = inhibition above about 40%; inconclusive = no clear call, values can overlap the other calls
Rv3671c protease: Rv3671c serine protease inhibitors, primary screen, biochemical, fluorescence polarization, M. tuberculosis H37Rv | P9WHR9 | inhibition, % at 5.96 µM | 320,000 tested, 0.048% active | AID 2606, 2010; in the data active = inhibition above about 38%;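 also: extracellular domain of Rv3671c used as enzyme; 0% = enzyme with DMSO and 100% = no enzyme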
Target sequence (P9WHR9 whole entry, looked up, the tested form may be a part): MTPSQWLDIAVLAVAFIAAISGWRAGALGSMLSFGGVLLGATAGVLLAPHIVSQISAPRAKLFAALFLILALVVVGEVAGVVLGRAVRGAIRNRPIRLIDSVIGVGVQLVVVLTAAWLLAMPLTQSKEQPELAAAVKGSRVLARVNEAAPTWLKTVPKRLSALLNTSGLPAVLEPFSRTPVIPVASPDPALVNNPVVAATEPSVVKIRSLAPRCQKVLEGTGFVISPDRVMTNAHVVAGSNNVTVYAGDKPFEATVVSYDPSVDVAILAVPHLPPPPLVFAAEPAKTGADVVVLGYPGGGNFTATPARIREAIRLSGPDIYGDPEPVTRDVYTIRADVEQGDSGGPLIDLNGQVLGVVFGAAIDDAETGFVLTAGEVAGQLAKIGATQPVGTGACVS
Active calls of the source: *; ? = inconclusive; . = no result given. Rule as the data show it, unless noted: active = inhibition above about 30%; inactive = the rest. The order is random, and some 4.9% of all compounds hit somewhere here.

nr | SMILES | CCHFV vOTU inh | UGM FP inh | DUSP3 inh | GDH-TPI counter | Mtb FBA inh
1 | COc1ccc(CNC(=O)[C@H](C)NC(=O)N2CCn3c2nc2ccccc23)cc1 | 2 | -2.2 | 34 | 9 | 0
2 | Cc1ccc(-n2c(-c3ccncc3)nnc2-c2ccco2)cc1 | 13 | -2.0 | 24 | -1 | 5
3 | Cc1ccc([N+](=O)[O-])cc1N(CC(=O)Nc1ccc(S(=O)(=O)Nc2cccc(C(F)(F)F)c2)cc1)S(C)(=O)=O | 30* | . | 4 | 19 | -5
4 | O=C(N/N=C1/CC(c2ccccc2)Oc2ccccc21)C1CC1 (configuration not stated) | -9 | -1.1 | 3 | 1 | 0
5 | Cc1ccc(-c2ocnc2C(=O)N2CCN(C(=O)c3cccs3)CC2)cc1 | 3 | -0.1 | 26 | 5 | 0
6 | CC(Nc1nc(-c2cccnc2)nc2ccccc12)c1ccc(F)cc1 (configuration not stated) | 13 | 1.4 | 12 | 1 | -2
7 | O=C1CN(C(=O)c2ccc(Br)o2)C(c2ccc(F)cc2)c2cc(Cl)ccc2N1 (configuration not stated) | 5 | -3.2 | 34 | -5 | 3
8 | CC1CCc2nc(NC(=O)CN3CCN(c4ccc(F)cc4)CC3)sc2C1 (configuration not stated) | -3 | 1.0 | 16 | -4 | 2
9 | COc1ccc(O)c(/C=N/NC(=S)NCCc2ccccc2)c1 | -2 | 1.4 | 26 | 16 | 19
10 | COc1ccc(NC(=O)CN2CCc3ccccc3C2)c([N+](=O)[O-])c1 | -6 | 0.4 | 5 | 1 | 1
11 | CCOC(=O)C1=CC[C@@H](c2cc3ccc(OC)cc3n2C)N(S(=O)(=O)c2ccc(C)cc2)[C@H]1C(=O)OCC | 4 | -1.3 | . | 3 | -1
12 | Cc1c(N=Nc2c(O)[nH]c(=S)[nH]c2=O)c(=O)n(-c2ccccc2)n1C | 19 | 0.7 | -8 | 10 | -13

nr | FadD28 FP inh | MazEF act | BoNT-F LC inh | BioA inh | Rv3671c protease
1 | -3.7 | 6 | -1 | -0.7 | -2
2 | -2.3 | 10 | 1 | . | -5
3 | 0.4 | -15 | -12 | -1.3 | -238
4 | -0.1 | 2 | -2 | . | -16
5 | -2.0 | 2 | -20 | 3.7 | -9
6 | -22 | 4 | 4 | 1.6 | -11
7 | -3.9 | -8 | -1 | 1.9 | -11
8 | 0.1 | -9 | -15 | 3.6 | 7
9 | -4.7 | 4 | -8 | -5.1 | -4
10 | -2.1 | -3 | 20 | 1.3 | 1
11 | -3.4 | -2 | -5 | -1.5 | -5
12 | -1.6 | -3 | -18 | -0.1 | -73

Continuation.
nr | SMILES | CCHFV vOTU inh | UGM FP inh | DUSP3 inh | GDH-TPI counter | Mtb FBA inh
13 | CCN(CC)CCNC(=O)CS(=O)Cc1nc(-c2ccc(C)cc2)oc1C (configuration not stated) | 5 | -5.2 | -21 | 7 | 1
14 | Cc1cccc(C(=O)Nc2cccc(C(=O)N3CCOCC3)c2)c1 | -12 | -2.7 | -6 | 5 | 3
15 | CCNCC(=O)N1c2ccccc2CCc2ccc(NC(=O)OCC)cc21 | . | -2.9 | . | 10 | 1
16 | CCOC(=O)N/N=C(\C)c1cccs1 | 5 | -1.8 | 0 | -2 | 2
17 | O=C(NN=C1CCC(=NNC(=O)c2cccnc2)CC1)c1cccnc1 | -1 | -1.2 | 18 | -3 | 5
18 | CCCCn1c(N)c(N(CCC(C)C)C(=O)C(C)N2C(=O)c3ccccc3C2=O)c(=O)[nH]c1=O (configuration not stated) | -10 | -0.8 | . | 1 | 4
19 | Cc1ccc(S(=O)(=O)N2CCN(C(=O)c3n[nH]c4ccccc34)CC2)cc1 | 0 | 3.0 | . | -9 | 1
20 | Cc1ccc(S(=O)(=O)NNC(=S)NC(C)(C)C)cc1 | 12 | 1.8 | 28 | -14 | 1
21 | Cc1nnc(NC(=O)C(C)Sc2nnc(CNC(=O)c3ccccc3F)n2C)s1 (configuration not stated) | -7 | 4.2 | . | 6 | 2
22 | C=CCOC(=O)C1=C(C)Nc2nnnn2C1c1cc(OC)ccc1OC (configuration not stated) | -4 | -2.1 | -15 | 4 | 2
23 | O=C(C1CCCCC1)N1C[C@H](n2cc(-c3ccc(F)cc3)nn2)[C@@H](O)C[C@@H]1c1ccccc1 | -7 | . | . | -10 | -3
24 | COCC(=O)N(C)C[C@H]1N[C@@](C)(C(=O)OC)[C@H]2C(=O)N(C)C(=O)[C@@H]12 | -5 | . | . | -15 | 0

nr | FadD28 FP inh | MazEF act | BoNT-F LC inh | BioA inh | Rv3671c protease
13 | 0.3 | -1 | 6 | 0.6 | 1
14 | -2.3 | -2 | 21 | -0.1 | -5
15 | 0.6 | 0 | -9 | -1.1 | 7
16 | -0.7 | 7 | -9 | . | 10
17 | -0.4 | 9 | -5 | . | -3
18 | -2.4 | -4 | 10 | . | 2
19 | -3.5 | -12 | -208 | 0.8 | -13
20 | -3.4 | -4 | ? | 0.8 | 0
21 | -1.8 | -14 | 1 | -0.3 | 10
22 | -1.7 | -12 | 9 | 13 | 1
23 | -3.2 | -3 | -7 | 0.4 | .
24 | -2.6 | 10 | 3 | -1.0 | 0

Continuation:
nr | SMILES | CCHFV vOTU inh | UGM FP inh | DUSP3 inh | GDH-TPI counter | Mtb FBA inh
25 | CC(=O)c1c(C)[nH]c(C(=O)CN2CCN(S(=O)(=O)c3ccc(C(C)C)cc3)CC2)c1C | 8 | . | . | -6 | 0
26 | ClCC(CNCc1ccccc1)c1ccccc1 (configuration not stated) | 5 | . | . | 7 | 3
27 | CN(Cc1ccccc1)Cc1ccccc1F | -4 | -0.9 | 5 | -2 | 10
28 | CC(=O)C1=C(O)CCC1=NCCc1ccccc1 | -15 | 0.5 | 20 | -5 | -4
29 | O=C(Nc1ccc(NC(=O)C2CCCCC2)nc1)c1ccco1 | -8 | 2.6 | 14 | 3 | -2
30 | CC(C)(C)OC(=O)C[C@@H]1C/C=C\C[C@H](CC(=O)NCCO)C(=O)N[C@@H](c2ccccc2)COC1=O | 3 | 1.6 | . | 4 | 0
31 | CCC(C)C(NC(=O)CCCNC(=O)CCC(=O)OC1O[C@H]2OC3(C)CC[C@H]4[C@H](C)CCC(C1C)C24OO3)C(=O)O (some centres not stated) | 1 | -0.3 | -29 | 4 | 2
32 | Cc1ccc(C(=O)N2CCC(n3nccc3NC(=O)C3CCOC3)CC2)cc1 (configuration not stated) | -11 | 1.6 | -3 | -5 | -1
33 | Cc1ccc(/C=C/C(=O)c2ccc([N+](=O)[O-])o2)cc1 | 5 | 0.5 | . | . | .
34 | COc1ccc(/C=C2\Oc3cc(OCC(=O)N4CC(O)C[C@H]4C(=O)O)ccc3C2=O)cc1OC (some centres not stated) | 5 | -0.1 | 20 | 25 | -1
35 | O=C1c2ccc3c4c(ccc(c24)C(=O)N1NC(=O)C(F)(F)F)CC3 | -7 | 1.1 | 12 | 18 | 18
36 | COc1cc(/C=C/C(=O)OCC(=O)NC2CC2)cc(S(=O)(=O)N2CCc3ccccc32)c1OC | -4 | -1.5 | -6 | 15 | -2

nr | FadD28 FP inh | MazEF act | BoNT-F LC inh | BioA inh | Rv3671c protease
25 | -4.6 | 3 | -4 | 1.4 | -8
26 | -1.9 | 5 | -10 | -1.7 | .
27 | 1.8 | 4 | -3 | 1.1 | 18
28 | -3.2 | 0 | 8 | 0.0 | 11
29 | -0.8 | 2 | 2 | -0.5 | -6
30 | -1.0 | 3 | -6 | 1.0 | 2
31 | -2.4 | . | ? | -1.1 | 0
32 | -0.1 | 7 | 8 | 0.7 | -9
33 | . | 7 | . | . | -9
34 | -2.6 | -11 | -5 | 0.1 | 4
35 | -0.8 | -6 | 22 | . | 10
36 | -1.6 | 3 | -1 | 1.2 | 2

Next records
nr | SMILES | CCHFV vOTU inh | UGM FP inh | DUSP3 inh | GDH-TPI counter | Mtb FBA inh
37 | O=C(NCCCn1ccnc1)Nc1cccc(Cl)c1 | -2 | 0.6 | -22 | -5 | -1
38 | O=C(Nc1cc(C(F)(F)F)ccc1-n1cncn1)c1ccc(-c2ccccc2)cc1 | 0 | -2.0 | -6 | -3 | -4
39 | CC1(C(=O)NCc2ccc(C(F)(F)F)cc2)CCN1C1Cc2ccccc2C1 (configuration not stated) | 22 | . | . | -7 | -3
40 | Cc1ccc(C(=O)Nc2cccc3[nH]c(C(F)(F)F)nc23)cc1 | -4 | -0.5 | -5 | 0 | -2
41 | CCCC(=O)Nc1cc(C)c(NC(=O)c2ccncc2)cn1 | -5 | -1.8 | 3 | 4 | 2
42 | CCC(=O)NC(Nc1sc2c(c1C(=O)OC)CCC2)C(Cl)(Cl)Cl (configuration not stated) | 7 | 4.1 | -4 | 1 | -1
43 | CSc1ncccc1C(=O)Nc1nnc(C2CC2)s1 | -11 | 2.9 | 14 | 7 | -4
44 | CC(C)Cc1cc(C(=O)Nc2cccnc2)no1 | 24 | 1.0 | 4 | 7 | -1
45 | COc1cc(OC)c(N(C)S(=O)(=O)c2cccc(C(=O)OCC(=O)N3CCOCC3)c2)cc1Cl | 5 | -0.2 | . | -3 | 0
46 | Cc1cc(=O)oc2cc(OCC(=O)N3CC[C@@]4(O)CCCC[C@H]4C3)c(Cl)cc12 | 12 | 2.5 | 4 | 21 | 6
47 | O=C(COC(=O)c1sc2ccccc2c1Cl)NC1CCCCC1 | -3 | 0.9 | 5 | -1 | 6
48 | CCc1cccc(NC(=S)N(CCN(C)C)C2CCN(C(C)C)CC2)c1 | -10 | -0.6 | 38 | -1 | 2
49 | C=C(C)c1cccc(C(C)(C)NC(=O)NC2CN3CCC2CC3)c1 (configuration not stated) | 0 | 0.0 | 10 | -3 | 0
50 | COc1ccc(OC)c(S(=O)(=O)NCCCn2ccnc2)c1 | 4 | -3.6 | 0 | 4 | 1

nr | FadD28 FP inh | MazEF act | BoNT-F LC inh | BioA inh | Rv3671c protease
37 | -3.6 | 5 | 6 | 5.7 | -5
38 | -2.0 | 5 | -46 | -0.2 | -3
39 | -5.4 | . | 3 | 1.2 | .
40 | -2.7 | -11 | -10 | -0.8 | -5
41 | -0.2 | -3 | 8 | -1.6 | 0
42 | -2.5 | -2 | -5 | 1.0 | -3
43 | -3.8 | -28 | 3 | . | -4
44 | -3.6 | 10 | -3 | 7.7 | 3
45 | -7.2 | 6 | -2 | -0.5 | 3
46 | -0.6 | 7 | -6 | -0.4 | 6
47 | -0.5 | 10 | -3 | . | 0
48 | -3.0 | 1 | 17 | 0.2 | -3
49 | -4.3 | 0 | 4 | -0.7 | -2
50 | -1.3 | 13 | 8 | -0.1 | 1

Reformatted with values under each structure: part of the list above
Each structure is followed by: CCHFV vOTU inh, UGM FP inh, DUSP3 inh, GDH-TPI counter, Mtb FBA inh, FadD28 FP inh, MazEF act, BoNT-F LC inh, BioA inh, Rv3671c protease
11: CCOC(=O)C1=CC[C@@H](c2cc3ccc(OC)cc3n2C)N(S(=O)(=O)c2ccc(C)cc2)[C@H]1C(=O)OCC
  4, -1.3, ., 3, -1, -3.4, -2, -5, -1.5, -5
12: Cc1c(N=Nc2c(O)[nH]c(=S)[nH]c2=O)c(=O)n(-c2ccccc2)n1C
  19, 0.7, -8, 10, -13, -1.6, -3, -18, -0.1, -73
13: CCN(CC)CCNC(=O)CS(=O)Cc1nc(-c2ccc(C)cc2)oc1C (configuration not stated)
  5, -5.2, -21, 7, 1, 0.3, -1, 6, 0.6, 1
